L929 necroptosis: blocks zVAD induced death of L929 cells; viability rescue, % at 10 µM; L929 zVAD necroptosis rescue, ATP luminescence, 24 h; with zVAD 60 µM; hit rate 0.38% among 220,000;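 active means activation, scaled between plate controls, above about 75%, limit read from the data; inactive means activation under that limit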;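 further: 0% = zVAD with DMSO and 100% = DMSO alone without zVAD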
PERK inhibitor: human PERK inhibition, primary cell-based screen; Q9NZJ5; CHO PERK-DD fusion, SEAP luminescence translation reporter; inhibition, % at 5.6 µM; hit rate 0.17% among 220,000; AID 1416;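 active means inhibition above the mean inhibition of all tested compounds plus 3 SD, set separately per screening campaign, cut at about 2.9% in these data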;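 further: PERK kinase domain activated by AP20187 dimerizer at 100 nM; 0% = DMSO with dimerizer and 100% = rapamycin at 8.4 µM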
EP2 antag: blocks the human prostaglandin E2 receptor EP2 | C6 glioma cells expressing human EP2, cAMP TR-FRET; cells stimulated with saturating PGE2 | P43116 | AID 1422 | hit rate 0.52% among 260,000 | inhibition, % at 25 µM;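 active means percent inhibition above 40 after rounding to a whole number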;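 further: rat C6 glioma host cells with rolipram phosphodiesterase inhibitor present; the protocol text gives 20 µM as final concentration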
Target sequence (P43116 whole entry, looked up): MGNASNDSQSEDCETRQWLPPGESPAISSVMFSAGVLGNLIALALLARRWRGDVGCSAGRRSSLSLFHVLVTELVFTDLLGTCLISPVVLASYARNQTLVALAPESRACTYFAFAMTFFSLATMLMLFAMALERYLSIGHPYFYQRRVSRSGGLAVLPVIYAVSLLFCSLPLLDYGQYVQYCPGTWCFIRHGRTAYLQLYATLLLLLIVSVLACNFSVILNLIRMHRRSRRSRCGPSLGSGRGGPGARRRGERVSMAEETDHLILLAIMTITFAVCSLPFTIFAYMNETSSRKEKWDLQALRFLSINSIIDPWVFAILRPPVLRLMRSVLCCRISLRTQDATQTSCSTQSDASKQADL
EP2 modulator: modulates human prostaglandin E2 receptor EP2 signaling; hit rate 0.83% among 260,000; induction, % at 25 µM; P43116; AID 940; EP2-expressing cells, cAMP HTRF FRET, PGE2 co-stimulation;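 active means compounds whose cAMP rise, as percent of the full-agonist control response, exceeds 60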;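 further: rat C6 glioma line stably carrying human EP2 under a CMV promoter; the protocol text gives 20 µM as final concentration; 100% = response of wells given 1 µM PGE2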
Hck-Nef inh: inhibitors of human Hck kinase activated by Nef. P08631. Recombinant Hck-YEEI plus Nef, Z-Lyte FRET kinase assay. inhibition, % at 20 µM. hit rate 0.68% among 220,000. AID 463187;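 active means Hck-Nef kinase inhibition above about 50%, limit read from the data; inactive means inhibition below that limit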;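 further: 0% = DMSO with Hck plus Nef and 100% = Hck alone without Nef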
Runt-SMMHC FRET: Runt domain-CBFb-SMMHC interaction inhibition. AID 1434. Cerulean-Runt/Venus-CBFb-SMMHC FRET ratio 530/480, 1 h. inhibition, % at 20 µM. hit rate 0.74% among 220,000;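 active means mean inhibition across duplicate retests at 20 µM reaching about 50%, limit read from the data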;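 further: 0% = DMSO wells and 100% = wells with excess untagged CBFb-SMMHC; inhibitors lower the FRET ratio by blocking Runt binding to CBFb-SMMHC; some results filed as inactive read as strong as hits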
TNF death inh: TNF-alpha cell death inhibition in Jurkat FADD-/- cells; Jurkat FADD-/- TNF necroptosis rescue, ATP luminescence, 24 h; 0 = TNF only, 100 = no-TNF cells; activation (protection from cell death), % at 10 µM; hit rate 0.068% among 220,000;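 active means activation, meaning protection from cell death, of at least 50% relative to plate controls; inactive means activation below 50%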;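 further: necroptosis triggered by 40 ng/mL TNF-alpha added together with compound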
RBBP9 inhibitor: blocks human serine hydrolase RBBP9; recombinant RBBP9, FP-Rh probe fluorescence polarization; hit rate 0.2% among 220,000; inhibition, % at 7.94 µM;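 active means inhibition above the campaign mean of all tested compounds plus 3 SD, cut at about 14% in these data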;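 further: plate controls were DMSO wells with RBBP9 for no effect and wells lacking RBBP9 protein for full effect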
Target sequence (O75884 whole entry, looked up): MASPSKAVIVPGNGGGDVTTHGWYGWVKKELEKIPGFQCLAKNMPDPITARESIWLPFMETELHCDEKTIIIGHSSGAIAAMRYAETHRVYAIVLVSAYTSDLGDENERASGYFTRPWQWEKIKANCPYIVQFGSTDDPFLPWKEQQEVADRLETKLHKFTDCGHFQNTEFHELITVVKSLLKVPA
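Controls: DMSO-treated enzyme wells and wells lacking RBBP9 | Material: RBBP9 protein | Technique: Fluorescence polarization | Replication: Single well per compound, no replicates | Buffer or medium: Tris-NaCl-Pluronic buffer, pH 8.0 | Timing: 30 min compound preincubation, 45 min probe labeling, 25 °C | Read-out basis: Percent inhibition from mP, scaled between DMSO and no-protein wells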
Runt-CBFb FRET: Runt domain-CBFb interaction inhibition. Cerulean-Runt/Venus-CBFb FRET ratio 530/480, 1 h. inhibition, % at 20 µM. hit rate 0.46% among 220,000. AID 1496;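 active means inhibition over about 50% at 20 µM in the single-dose screen, limit read from the data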;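 further: 0% = DMSO wells and 100% = excess unlabeled CBFb competitor control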
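test system = Cerulean-tagged RUNX1 Runt domain (FRET donor) fusion protein | reagent = Venus-CBFb binding partner, 100 nM | incubation = protein complex preformed 1 h, compound exposure 1 h, room temperature, dark | detection = FRET fluorescence | read-out basis = loss of energy transfer signal | controls = 5 µM unlabeled CBFb as full-inhibition high control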
* = called active by the depositor; . = not tested or not shown; & = joins results of further samples. Some of the compounds tested, so the mix of outcomes need not match the whole.

Sequence of screens: L929 necroptosis, PERK inhibitor, EP2 antag, EP2 modulator, Hck-Nef inh, Runt-SMMHC FRET, TNF death inh, RBBP9 inhibitor, Runt-CBFb FRET
1	C=CCNC(=S)NNC(=O)COc1c(Cl)cc(Cl)cc1Cl
  0.1, 0.4, 3, 32, 1, 3, -0.4, -3, 8
2	CCC(=O)N(Cc1ccc(C)cc1)Cc1cc2cc3c(cc2[nH]c1=O)OCO3
  0.0, -0.8, 10&10, -13&28, 2, -6, -6.0, -1, -1
3	CC(C)NC(=O)CN1CCC(c2ccccc2)C(O)C1 (stereo not drawn)
  0.5, 0.3, 8, 23, 21, 2, -0.9, -2, -1
4	CC(=O)N1CCC(=NNS(=O)(=O)c2cccc([N+](=O)[O-])c2)CC1
  0.1, -0.5, 0, 26, 7, 2, 0.0, -11, 0
5	Cc1ccnc(NC(=O)/C=C/c2cccs2)c1
  8.1, 0.8, 4, 0, 2, -4, -7.2, -4, -1
6	O=C(NNC(=S)NC(=O)c1cccnc1)c1ccc(Cl)cc1
  -0.7, -0.4, 6, 14, 0, 2, -5.1, 1, 10
7	Cc1ccc(S(=O)(=O)CCc2nc3ccccc3[nH]2)cc1C
  -0.2, 0.1, 3, -15, 16, 3, 1.2, -6, -1
8	Cc1nc(C(F)(F)F)c(C(=O)NC(=O)Nc2ccccc2)s1
  -0.4, 0.4, 2, 3, 2, 1, -2.4, 1, -4
9	CCn1c(SCC(=O)Nc2cc(C(C)(C)C)nn2-c2ccccc2)nnc1-c1cccs1
  28, -0.8, 7, 11, 4, -1, 4.5, 1, -6
10	CCN1CCN(c2ccc(NC(=O)c3cccc4ncccc34)cc2)CC1
  0.8, 0.8, 5, 4, 1, -3, -1.9, -6, -2
11	COc1ccc(C(=O)NC(NC(=O)c2ccc(OC)c(OC)c2)c2ccccc2F)cc1OC
  ., 0.3, 4, -5, -5, -5, 0.4, 1, -2
12	Cn1c(=O)n(CCc2ccccc2)c(=O)c2c1nc1n2CCN1Cc1ccco1
  0.1, -0.6, 11, -40, 7, -2, -4.1, -2, -1
13	O=C1OCCN1CC(=O)N1CCc2c([nH]c3ccccc23)C1c1ccccn1 (stereo not drawn)
  -1.2, -0.2, 8, 19, 12, 2, 0.1, -3, 1
14	Cc1ccn2c(NC(=O)c3cccs3)c(-c3ccccc3)nc2c1
  0.0, 0.0, 7, 9, 1, 2, 1.9, -5, 1
15	CC(=O)Oc1ccc2c(=O)c(N3C(=O)c4ccccc4C3=O)c(C)oc2c1C
  9.4, -0.3, 3, -30, 18, 1, -0.4, -2, -1
16	COc1ccccc1/C=N/NC(=Nc1ccc(C)cc1)c1nc2ccccc2s1
  -0.1, 0.8, ., 12, -2, 0, 0.1, -7, 0
17	O=C(Cc1nc2ccccc2[nH]1)N/N=C/c1ccccc1
  0.7, 0.7, 3, 4, 0, 0, 1.3, -5, 2
18	Cc1ccc(C(=O)Nc2cccc([N+](=O)[O-])c2)cc1S(=O)(=O)Nc1ccc(NC(=O)c2ccccc2)cc1
  3.3, 0.3, 7, -52, 6, -4, 8.0, -56, -5
19	COCC(=O)Nc1nnc(SCC(=O)NCc2cccs2)s1
  0.1, 0.8, 1, 39, -2, 2, -1.6, 2, 2
20	CSc1nccc(Oc2cccc(C#N)c2)n1
  -0.1, 0.5, 11, -6, 5, 2, 0.5, -13, -2
21	CCOc1cc(-c2noc(N)c2C(=O)OC)cc(OCC)c1OCC
  -0.1, -0.8, ., -5, 5, 6, -1.3, -4, -4
22	O=C(Nc1ccccc1)C1CCCCC1
  -0.4, 0.9, 6, -1, 5, 6, 0.7, -10, -2
23	CN(C)c1ccc(/C=N/NC(=O)CCC(=O)NCc2ccccc2)cc1
  1.4, 0.7, 10, -4, 11, 1, -0.5, -5, -2
24	Cc1[nH]n(C)c(=O)c1N=Nc1ccc(S(C)(=O)=O)cc1
  38, 0.0, 14, 4, 16, -1, 13, 2, 4
25	COc1ccc(/C=C/C(=O)Nc2nonc2NC(C)=O)cc1
  0.5, 0.8, 1, -3, 1, 0, -0.7, 3, -2
26	CNC(=O)Cn1nc(C)c2ccccc2c1=O
  -0.4, 1.2, 5, 0, 0, 2, 0.5, 0, -3
27	Cc1nc(NC(=O)c2ccc(F)cc2)sc1C(=O)Nc1ccc2c(c1)CCC2
  1.2, 0.1, 10, 17, 0, 4, -2.1, -7, -1
28	CCOc1ccccc1NC1=C(Cl)C(=O)N(Cc2ccccc2)C1=O
  -0.4, 0.2, 15, 29, -2, -4, 0.1, 11, -2
29	O=C(NCCCCNC(=O)c1ccc(Br)s1)c1ccc(Br)s1
  2.0, -0.3, 26, 15, 1, -7, 1.9, -8, -2
30	CC(=O)Nc1nc2ccccc2n1Cc1ccccc1
  -0.1, -0.2, 11, -2, 1, -1, -1.9, -8, -2
31	O=C(NCC1CCCO1)C1CCCCN1S(=O)(=O)c1ccc(F)cc1 (stereo not drawn)
  1.0, 1.3, 8, -1, -2, -2, -1.3, -9, 0
32	Cc1cc(C(=O)NCc2cccs2)no1
  -0.8, 0.1, 8, 4, -1, -1, 3.4, -1, 2
33	Cc1cccc(C)c1OCC(C)N (stereo not drawn)
  -0.5, ., 14&11&8, 18&23&3, 21, -1, 2.7, ., 4
34	Cc1ccc(C)c(-n2[nH]c3c4c(ccc3c2=O)C(=O)c2ccccc2C4=O)c1
  0.0, 0.2, 7, -6, 0, 3, 0.8, -12, -1
35	CC(C)(C)c1ccc(N/N=C(\C#N)S(=O)(=O)C(C)(C)C)cc1
  -1.3, -0.3, 6, -48, 7, 3, -1.2, -6, 0
36	CCN(CC)CC#CC(C)OCOCC#CCOC (stereo not drawn)
  0.8, 1.4, 4, 20, 0, -2, 0.3, -1, -1
37	CCCCN(CC)CCNC(=O)CCC(=O)Nc1ccc2nc(N3CCN(C)CC3)cc(C)c2c1
  1.6, -0.2, 5, -5, 4, 15, 0.9, 6, 8
38	Brc1ccc(C2=Nc3ccccc3C(c3ccncc3)=NN2)cc1
  1.9, -0.1, 4, 12, 20, 2, 2.2, -5, 0
39	Cn1c(=O)cc(SCC(=O)NCC2CCCO2)c2ccccc21 (stereo not drawn)
  1.4, 0.7, 12, 22, 3, -5, -0.2, -5, 0
40	COc1ccc(-c2noc(CCC(=O)N3CCC(C)CC3)n2)cc1
  0.3, 0.0, 4, -16, 0, -2, 0.3, -2, 85*
41	CCOc1ccccc1C1CC(=O)NC(SCC(=O)Nc2nccs2)=C1C#N (stereo not drawn)
  93*, 1.6, 14, -8, 15, -7, 82*, -7, 0
42	Cc1ccc(C)c(OCCOCCN2CCOCC2)c1
  -0.3, -0.7, 5, -7, 2, 0, 1.4, -4, 1
43	COc1ccc(OC)c(NC(=O)C2=C(C)Nc3ncnn3C2c2cccs2)c1 (stereo not drawn)
  0.9, -0.5, 18, 5, -6, 1, 2.3, -5, -2
44	COc1ccc(C)cc1NC(=O)C(OC(=O)CNC(=O)c1cc(C)cc(C)c1)c1ccccc1 (stereo not drawn)
  1.3, 0.3, 8, 15, 0, 0, 0.5, 3, -1
45	Cc1ccc(S(=O)(=O)N(C)c2cc(S(=O)(=O)Nc3ccncc3)c(C)cc2C)cc1
  -0.6, 0.5, 7, 9, 0, 0, 0.9, -1, 0
46	COC(=O)c1cc(-c2ccc(S(=O)(=O)N3CCCC3)cc2)c(C(F)(F)F)s1
  3.7, -0.6, 18, 5, 6, -2, 7.1, -2, -3
47	Cc1c(C2OC(=O)C3(CCCCC3)C(=O)C2(C)C)c(=O)n(-c2ccccc2)n1C (stereo not drawn)
  -0.3, -1.1, 2, -2, 1, 1, -0.7, 1, -2
48	CC(/C=N\N1CCN(c2ccc(Cl)cc2)CC1)=C\c1ccccc1
  0.3, 1.1, 15, 31, 2, 2, -1.4, -3, 3
49	COc1cc(NC(=O)CN2C(=O)c3ccccc3S2(=O)=O)c(OC)cc1Cl
  0.1, 0.4, 16, ., 0, 0, -1.3, -9, 1
50	O=C(COC(=O)C1CC1)c1c[nH]c2ccccc12
  -0.3, 0.3, 9, -13, 0, 2, -1.1, -2, -1

(further entries)
Sequence of screens: L929 necroptosis, PERK inhibitor, EP2 antag, EP2 modulator, Hck-Nef inh, Runt-SMMHC FRET, TNF death inh, RBBP9 inhibitor, Runt-CBFb FRET
51	CN(C)c1nc(OCCNC(=O)Nc2ccccc2)nc(N2CCOCC2)n1
  -0.4, -1.6, ., 18, -2, 3, 2.2, -2, 4
52	O=S(=O)(N1CCCCCC1)N1CCN(S(=O)(=O)N2CCCCC2)CC1
  0.1, -0.3, 6, -24, -18, -4, 0.6, -10, 2
53	Cc1cccc(N=C2N=C(N)c3ccccc32)c1
  0.3, 0.8, 3, -9, 2, 1, -4.9, -8, 2
54	O=C(O)CC(Cc1ccccc1)C(=O)NCC12CC3CC(CC(C3)C1)C2 (stereo not drawn)
  -0.1, 3.2*, 0, 0, -8, 3, 0.2, 0, -1
55	CCCCN(CC)Cc1ccc(CNC(=O)Nc2ccc(OC)cc2OC)o1
  -0.6, -0.6, 8, 17, 2, 3, -0.1, -6, -2
56	COc1ccc(-c2cc([C@H]3[C@H]4C=CC[C@@H](C)[C@@H]4C(=O)N3Cc3ccccc3)ccc2F)cc1OC
  -0.5, ., 3, 54, 26, 2, -0.2, ., 0
57	COC(=O)N1CCN(c2ccc(C(C)=O)cc2)CC1
  0.4, 1.1, 9, 4, 11, -1, 0.5, -3, 1
58	Cc1ccc(C)c2nc(Cl)c(C#N)cc12
  12, 0.8, 5, 29, 24, 0, -0.3, -5, 3
59	CCCC1=C(C(=O)OCC)C(c2cccs2)n2ncnc2N1 (stereo not drawn)
  0.5, -1.7, 11, 30, 15, -3, 5.4, -11, -1
60	C=CCN(C(=O)COc1ccccc1)c1nnc(-c2ccncc2)s1
  0.2, 0.3, 12, -25, 0, 4, 0.4, -5, -1

High-throughput results (PubChem)
